Compound activity deposited in PubChem by University of Kansas High Throughput Screening Laboratory.
mHTT-CaM PPI inh: mutant huntingtin-calmodulin interaction inhibitors – biochemical, AlphaScreen, primary screen; AlphaScreen His-mHTT/GST-CaM binding, luminescence; inhibition, % at 15 µM; 190,000 tested, 3.6% active; AID 1671202, 2021;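 note: 0% = both proteins with DMSO and 100% = one protein alone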
Target sequence (P42858 whole entry, looked up, stated change not applied): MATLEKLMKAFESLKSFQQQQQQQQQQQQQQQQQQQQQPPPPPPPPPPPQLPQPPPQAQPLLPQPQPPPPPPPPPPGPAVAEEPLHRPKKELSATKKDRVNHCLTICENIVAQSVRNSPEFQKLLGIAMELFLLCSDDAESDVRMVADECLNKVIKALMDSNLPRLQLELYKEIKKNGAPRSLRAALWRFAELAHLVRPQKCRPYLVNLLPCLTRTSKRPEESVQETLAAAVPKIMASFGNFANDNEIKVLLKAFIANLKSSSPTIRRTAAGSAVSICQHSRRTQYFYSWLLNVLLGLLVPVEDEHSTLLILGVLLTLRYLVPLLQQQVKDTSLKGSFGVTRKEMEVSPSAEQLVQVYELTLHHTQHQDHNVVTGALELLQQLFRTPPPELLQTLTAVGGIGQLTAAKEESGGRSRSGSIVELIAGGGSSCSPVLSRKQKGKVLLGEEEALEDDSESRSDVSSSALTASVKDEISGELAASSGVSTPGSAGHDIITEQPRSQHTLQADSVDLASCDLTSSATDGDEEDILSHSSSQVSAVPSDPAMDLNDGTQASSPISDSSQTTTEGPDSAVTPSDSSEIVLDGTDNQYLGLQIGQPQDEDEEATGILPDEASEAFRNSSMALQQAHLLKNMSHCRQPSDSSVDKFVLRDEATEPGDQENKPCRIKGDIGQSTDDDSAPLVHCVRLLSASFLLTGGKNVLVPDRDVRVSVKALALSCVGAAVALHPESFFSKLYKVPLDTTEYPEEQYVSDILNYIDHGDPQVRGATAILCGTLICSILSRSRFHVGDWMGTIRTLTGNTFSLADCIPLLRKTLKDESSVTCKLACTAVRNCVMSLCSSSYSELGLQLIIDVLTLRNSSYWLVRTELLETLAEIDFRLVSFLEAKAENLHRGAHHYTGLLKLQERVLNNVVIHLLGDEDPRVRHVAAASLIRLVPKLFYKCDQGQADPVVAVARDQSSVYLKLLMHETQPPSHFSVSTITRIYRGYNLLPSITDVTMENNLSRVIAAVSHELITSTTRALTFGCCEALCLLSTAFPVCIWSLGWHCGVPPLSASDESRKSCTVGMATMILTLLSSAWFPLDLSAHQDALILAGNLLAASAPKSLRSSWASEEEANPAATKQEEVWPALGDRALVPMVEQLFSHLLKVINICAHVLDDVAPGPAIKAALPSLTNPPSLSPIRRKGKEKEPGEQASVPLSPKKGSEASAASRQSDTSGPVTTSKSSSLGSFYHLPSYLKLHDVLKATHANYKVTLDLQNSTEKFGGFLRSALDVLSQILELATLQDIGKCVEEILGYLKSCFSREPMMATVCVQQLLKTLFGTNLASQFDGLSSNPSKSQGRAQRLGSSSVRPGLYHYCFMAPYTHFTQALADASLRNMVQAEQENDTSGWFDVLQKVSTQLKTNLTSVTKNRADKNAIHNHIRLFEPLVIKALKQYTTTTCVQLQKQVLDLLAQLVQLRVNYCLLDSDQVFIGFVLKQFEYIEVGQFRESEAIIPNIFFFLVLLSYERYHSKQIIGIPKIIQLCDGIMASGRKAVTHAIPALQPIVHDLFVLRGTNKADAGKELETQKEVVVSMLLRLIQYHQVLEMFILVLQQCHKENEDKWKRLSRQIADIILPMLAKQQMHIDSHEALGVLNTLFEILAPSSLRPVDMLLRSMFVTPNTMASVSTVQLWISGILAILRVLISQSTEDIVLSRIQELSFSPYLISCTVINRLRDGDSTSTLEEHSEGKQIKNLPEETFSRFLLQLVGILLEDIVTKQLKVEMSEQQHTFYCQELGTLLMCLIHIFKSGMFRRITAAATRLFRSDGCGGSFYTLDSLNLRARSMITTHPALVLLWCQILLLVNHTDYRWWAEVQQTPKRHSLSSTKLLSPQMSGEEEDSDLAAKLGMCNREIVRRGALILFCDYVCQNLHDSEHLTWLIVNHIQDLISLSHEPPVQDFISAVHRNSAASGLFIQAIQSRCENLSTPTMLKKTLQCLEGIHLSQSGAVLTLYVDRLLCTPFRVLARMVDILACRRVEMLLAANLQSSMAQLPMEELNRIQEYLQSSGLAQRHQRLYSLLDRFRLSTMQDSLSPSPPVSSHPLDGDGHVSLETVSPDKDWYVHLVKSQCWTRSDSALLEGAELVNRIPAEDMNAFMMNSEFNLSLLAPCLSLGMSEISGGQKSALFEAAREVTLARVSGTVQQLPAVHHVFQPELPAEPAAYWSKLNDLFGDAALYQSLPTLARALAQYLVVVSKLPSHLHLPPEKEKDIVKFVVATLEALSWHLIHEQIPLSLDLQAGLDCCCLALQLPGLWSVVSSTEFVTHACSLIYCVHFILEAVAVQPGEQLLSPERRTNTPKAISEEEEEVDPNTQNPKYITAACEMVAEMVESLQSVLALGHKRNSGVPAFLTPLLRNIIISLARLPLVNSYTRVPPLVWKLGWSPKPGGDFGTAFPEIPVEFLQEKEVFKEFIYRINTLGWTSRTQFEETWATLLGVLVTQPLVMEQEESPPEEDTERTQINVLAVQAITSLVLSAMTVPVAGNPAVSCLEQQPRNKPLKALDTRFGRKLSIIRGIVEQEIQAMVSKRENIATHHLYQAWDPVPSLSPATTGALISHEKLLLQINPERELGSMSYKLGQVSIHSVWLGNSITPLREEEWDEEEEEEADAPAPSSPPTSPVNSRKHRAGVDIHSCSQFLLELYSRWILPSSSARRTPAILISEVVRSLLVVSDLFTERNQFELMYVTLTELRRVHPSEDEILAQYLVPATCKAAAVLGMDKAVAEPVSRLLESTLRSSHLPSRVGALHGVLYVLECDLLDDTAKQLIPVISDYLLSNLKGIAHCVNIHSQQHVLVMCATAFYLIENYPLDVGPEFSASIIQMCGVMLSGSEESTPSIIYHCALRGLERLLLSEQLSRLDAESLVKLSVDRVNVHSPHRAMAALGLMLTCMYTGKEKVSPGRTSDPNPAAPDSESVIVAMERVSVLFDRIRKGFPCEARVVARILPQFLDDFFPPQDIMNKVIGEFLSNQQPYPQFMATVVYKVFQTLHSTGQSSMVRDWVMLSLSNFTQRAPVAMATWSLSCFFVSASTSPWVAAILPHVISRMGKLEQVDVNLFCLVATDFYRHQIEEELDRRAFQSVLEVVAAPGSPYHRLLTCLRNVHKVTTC
Pf apPOL inh: Pf-apPOL inhibitors, biochemical, fluorescence; inhibition, % at 10 µM; 210,000 tested, 0.25% active; Plasmodium falciparum apicoplast DNA polymerase (apPOL); Recombinant Pf-apPOL, molecular beacon fluorescence, 1.5 h
* marks the source's active call; other numbers are inactive results; / = not tested or not shown; & = joins results of further samples. Cut-off read from the data, not from the text of the source: active = inhibition above about 50%; inactive = the rest. An excerpt; rates above refer to the full screens.

canonical_smiles	mHTT-CaM PPI inh	Pf apPOL inh
CCOC(=O)COc1ccc2c(c1)OC(=Cc1ccc(CC)cc1)C2=O	2	-8
CC(C)n1cc2cc(C(=O)NCc3ccccc3)sc2c1	6	-4
Cc1nc2c(c(Nc3ccc(C)c(C)c3)n1)CCC2	2	-10
N#CC1=C(N)OC2=C(C(=O)CCC2)C1c1cccnc1 (centres undefined)	1	0
O=C(NCc1ccc(N2CCCCCC2)nc1)C1CCCO1 (centres undefined)	8	1
COc1ccc(OCC2CN(C(=O)c3ccc(Cl)c(Cl)c3)CCO2)cc1 (centres undefined)	8	-2
O=c1oc2ccccc2nc1C=C(O)c1ccc([N+](=O)[O-])cc1	/	-6
O=C(NCCC(c1ccccc1)c1ccccc1)C(=O)NCc1ccc(F)cc1	-8	-4
Cc1ccc(C2=NNC(c3ccc(F)cc3)S2)cc1 (centres undefined)	62*	/
CN(C)CC(O)CN1C(=O)N(CN2C(=O)N(CC(O)CN(C)C)C(=O)C2(C)C)C(C)(C)C1=O (centres undefined)	0	12
CCN(C(=O)c1cc2cc(OC)ccc2oc1=O)C1CCCCC1	-2	-8
CN(C)c1nc2c(c(=O)n(C)c(=O)n2C)n1Cc1ccc(F)cc1	-3	-1
CCc1ccc(N2C(=O)CCC2(C)C(=O)NCc2ccccc2)cc1 (centres undefined)	2	-7
COc1ccc(C2CCCN2C(=O)Nc2ccccc2Br)cc1 (centres undefined)	-6	-6
CCc1nc(C2CCN(C(=O)C3(c4ccccc4)CC3)CC2)n[nH]1	24	2
COc1ccc(CCS(=O)(=O)NCC(c2cccn2C)N2CCOCC2)cc1 (centres undefined)	-6	-3
COc1cc(NC(=O)Cn2nc([N+](=O)[O-])cc2C)cc([N+](=O)[O-])c1	-3	-235
O=C(COc1ccccc1)N(Cc1ccccc1)c1cccc([N+](=O)[O-])c1	7	-4
O=C(NCc1ccccc1F)C1CCN(c2cccc(Cl)c2)C1=O (centres undefined)	4	-4
COc1ccc(Cl)cc1C(=O)N1CCCC1	-2	0
O=C(O)Cc1ccc([N+](=O)[O-])cc1	/	-6&-17
Cc1cc(C)c(NC(=O)c2ccc(C)o2)c(C)c1	0	1
COc1ccc(-c2[nH]ncc2CN2CCCC2c2c(C)noc2C)cc1 (centres undefined)	9	1
COc1ccccc1NC(=O)N1CCC(CNC(=O)C(=O)Nc2cc(C)on2)CC1	-4	-10
C=CCn1c(=O)c2c(ncn2C(C)C)n(-c2ccc(C(C)C)cc2)c1=O	4	-4
Cc1cc(S(=O)(=O)NC2CCCCNC2=O)c(C)s1 (centres undefined)	/	-3
O=[N+]([O-])c1cccc2c1OC1(N3CCOCC3)CCCCC1=C2 (centres undefined)	-1	-2
O=C(c1ccccc1OCc1ccccc1)C1OC1c1ccc2c(c1)OCCO2 (centres undefined)	0	-12
Cc1ccccc1N=C1Nc2ccc(Cl)cc2N[C@]12C[C@H]1CCCC(=O)N3CC[C@@H](C2)[C@@H]13	25	3
COC(=O)c1ccccc1NC(=O)CSc1ccc2ccccc2n1	-1	-10
O=C(NCc1ccccc1)C1CN(C(=O)c2ccncc2)CC12CCCCC2 (centres undefined)	8	-1
O=S(=O)(NCCc1csc(-c2cccnc2)n1)c1ccc(-c2ccccc2)cc1	3	-6
Cc1ccc(C)c(NC(=O)C2CCCN(c3cnn(C)c(=O)c3)C2)c1 (centres undefined)	0	0
O=c1oc2ccc(Br)cc2cc1-c1nnc(-c2ccccc2Br)o1	-1	-2
COc1ccc2[nH]c(C(=O)Nc3cccc(F)c3C)cc2c1	3	-5
COc1ccc(CCN2CC(C(=O)N3CCCCC3)CC2=O)cc1OC (centres undefined)	-4	-3
CCn1cc(CN2CCC(C(=O)NCc3cccnc3)CC2)c2cc(Cl)ccc21	2	0
Cc1ccc(O)c(NC(=O)Cn2nc([N+](=O)[O-])c(Br)c2C)c1	10	-1
CCC(=O)N1CCN(c2ccccc2F)C(=O)C1C (centres undefined)	-6	3
FC(F)(F)c1cc(-c2cccs2)nc(-n2cc(Br)cn2)n1	0	0
CCc1cc2c(N3CCCC(C(=O)N(C)C)C3)nccc2s1 (centres undefined)	5	-16
CC(=O)c1cccc(NC(=O)N2CC3CC2CC3NS(=O)(=O)c2ccccc2)c1 (centres undefined)	2	-2
c1nc(NCc2ccc3c(c2)OCO3)c2nc3n(c2n1)CCCC3	-3	-4
COc1cc([N+](=O)[O-])cc(CN2CCN(c3cc(C)ccc3C)CC2)c1O	27	0
COc1ccc(-c2c(C)c3cc(OS(C)(=O)=O)ccc3oc2=O)cc1OC	6	-10
COCCN1C(=O)Cc2ccccc2C1C(=O)NCc1ccco1 (centres undefined)	15	-5
COCc1c(C(=O)OC)nnn1-c1nonc1N	-7	/
CCN1CCC2(CC1)N=C(c1ccccc1O)CC(c1ccccc1O)N2 (centres undefined)	35	-3
COc1cc(C(=O)OCC(=O)c2ccc3ccccc3c2)cc(OC)c1O	17	-6
O=C(Nc1cccc(F)c1)Nc1nccn(-c2ccc(F)cc2)c1=O	-6	0
CSc1nsc2nc(=O)c(C=C3C=CC=N3)c(N)n12	7	-8
O=C(O)CCC(NC(=O)c1ccc(Cl)cc1)C(=O)O (centres undefined)	-4	-5
COc1cc(OC)cc(C(=O)N2CCc3cn(C)c4cccc(c34)C2)c1	55*	-1
O=C(COc1ccc(Cl)cc1)Nc1ccc(F)c(F)c1	-33	-11
Cc1ccc(C)c(NC(=O)c2c(C)sc3c(=O)n(C4CCCCC4)cnc23)c1	1	-2
CC(NC(=O)c1ccc(CS(=O)(=O)Cc2ccc(Cl)cc2)o1)c1ccccc1 (centres undefined)	6	-15
CC1=C(C(=O)Nc2ccccc2C)C(c2ccccc2O)NC(=O)N1 (centres undefined)	-4	1
COc1ccccc1-c1ccc(N2CCCC(C(=O)Nc3ncccc3C)C2)nn1 (centres undefined)	12	-11
O=C(NCCSc1ncc(-c2ccccc2)[nH]1)c1ccccc1Br	-1	-5
CCc1cccc2c1NC(c1ccc(OC)c([N+](=O)[O-])c1)C1CC=CC21 (centres undefined)	59*	-7

6 compounds drawn at random from those above:
canonical_smiles	mHTT-CaM PPI inh	Pf apPOL inh
Cc1ccc(C)c(NC(=O)c2c(C)sc3c(=O)n(C4CCCCC4)cnc23)c1	1	-2
COc1cc(OC)cc(C(=O)N2CCc3cn(C)c4cccc(c34)C2)c1	55*	-1
CSc1nsc2nc(=O)c(C=C3C=CC=N3)c(N)n12	7	-8
COCCN1C(=O)Cc2ccccc2C1C(=O)NCc1ccco1 (centres undefined)	15	-5
COc1cc(C(=O)OCC(=O)c2ccc3ccccc3c2)cc(OC)c1O	17	-6
CCN1CCC2(CC1)N=C(c1ccccc1O)CC(c1ccccc1O)N2 (centres undefined)	35	-3

Next entries.
mol | mHTT-CaM PPI inh | Pf apPOL inh
O=C(O)c1cc(S(=O)(=O)N2CCCCC2)ccc1Cl | -8 | -3
O=C(NCc1cc(-c2ccccc2F)on1)c1ccc2nsnc2c1 | -3 | -5
O=Cc1ccc(OCc2ccccc2Cl)cc1 | -38 | 1
O=C(Cc1ccc(F)cc1)Nc1cc(Cl)cc(Cl)c1 | -6 | -12
O=C(Nc1cccc2ncccc12)c1ccccc1[N+](=O)[O-] | 1 | 6
CN1C(=O)C(C)(C(=O)Nc2ccccc2)Oc2cccnc21 (centres undefined) | -9 | -1
CCC(C)NC(=O)C1CCN(c2nc3cc(Cl)ccc3s2)CC1 (centres undefined) | -1 | -11
COc1ccc(-c2cn(Cc3ccc(C)cc3)nn2)cc1 | -14 | -9
COc1ccc(Nc2c(C(=O)N3CCC(C)CC3)cnc3nc(C)ccc23)cc1 | 2 | -1
Cc1cccc(OCc2nc(-c3cccc(-c4csc(C)n4)c3)no2)c1 | -16 | 3
CC(=O)N1CCC2(CC1)N=C(c1ccc(C)cc1C)CC(c1cc(Cl)ccc1O)N2 (centres undefined) | 88* | -5
Cc1ccsc1/C=C1\SC(N2CCOCC2)=NC1=O | 7 | -16
O=[N+]([O-])c1cccc(-c2nnc(-c3ccc(Cl)cc3)o2)c1 | 0 | 3
CCc1ccc(OCCOc2ccc(C=O)cc2OC)cc1 | -11 | -5
CCn1ccc(C(=O)N2CCc3c(c(-c4nnc(SC)n4CC)nn3C)C2)n1 | 1 | -2
O=C(Nc1nc(-c2cccc([N+](=O)[O-])c2)cs1)c1ccno1 | -12 | 1
COc1cc(C=CC(=O)c2ccccc2)ccc1OC(=O)c1cccc([N+](=O)[O-])c1 | 3 | -1
O=c1oc2c(Cl)cc(Cl)cc2cc1-c1nnc(-c2ccccc2)o1 | 3 | 3
O=C(O)CCCC(=O)N1CCCc2ccccc21 | -9 | -4
O=C(NCc1ccc2c(c1)OCO2)C1CC(=O)N(c2ccccc2)C1 (centres undefined) | 1 | -2
O=C1CC(C(=O)N(C2CCCCC2)C2CCCCC2)C2(CCCCC2)O1 (centres undefined) | -3 | 6
COc1ccc(/C=C2\SC(=O)N(Cc3ccc(F)cc3)C2=O)cc1O | 21 | -3
NC(=Nc1nc2ccccc2s1)NC(=O)c1cccc(Cl)c1 | 5 | -2
COc1ccc(C=C2Oc3cc(OC(=O)c4ccco4)ccc3C2=O)cc1OC | -2 | -6
CC(=NCCc1ccccn1)c1c(C)[nH]n(-c2ccc(Br)cc2Br)c1=O | -6 | -4
CNC(=O)/C=C1\NC(C)(C)Cc2ccccc21 | 1 | -9
O=C(CC1(c2ccc(Cl)cc2)C(=O)c2ccccc2C1=O)N1CCOCC1 | 19 | 6
Cc1ccc(NC(=O)C2CC(=O)N(Cc3ccc(F)cc3)C2)cc1C (centres undefined) | 3 | -1
COc1ccc(-c2nnc(SCC(=O)NN)n2-c2ccccc2)cc1 | 16 | -1
O=C1CCCC(O)=C1C1C2=C(CCCC2=O)Oc2ccccc21 (centres undefined) | -7 | /
COc1ccccc1C(=O)Nc1ccc(N2CCCC2)cc1 | 61* | 0
Cc1ccc(-n2nc3c(c2NC(=O)c2ccccc2C(F)(F)F)CSC3)cc1 | 13 | -8
COc1ccccc1C(=O)Nc1ccc(F)c(F)c1 | -17 | -7
O=C(NCc1ccccc1Cl)C1CC(=O)N(c2cccc([N+](=O)[O-])c2)C1 (centres undefined) | 0 | 11
Cc1ccc(-c2noc(C3CCN(CC(=O)Nc4cccc(Cl)c4C)CC3)n2)cc1 | -6 | 0
CN(C)CCN(C(=O)CCc1ccccc1)c1nc2c(Cl)cccc2s1 | 62* | 2
CCOc1cc(C=O)cc(Br)c1OCc1cccc([N+](=O)[O-])c1 | 17 | 0
CC(C)c1nn(-c2ccc(F)cc2)c(C(C)C)c1C(=O)NC1CC1 | 12 | 2
CCOc1ccc(C2CC(=O)n3nc(-c4ccc(F)cc4)nc3S2)cc1OC (centres undefined) | 17 | -31
CCCCN1CC[C@@H]2C=CC[C@H](C(=O)OC)[C@@H]2C1=O | 1 | 1

Some values from the entries so far.
COc1ccc(/C=C2\SC(=O)N(Cc3ccc(F)cc3)C2=O)cc1O – Pf apPOL inh = -3
COc1ccc(C=C2Oc3cc(OC(=O)c4ccco4)ccc3C2=O)cc1OC – mHTT-CaM PPI inh = -2
CNC(=O)/C=C1\NC(C)(C)Cc2ccccc21 – mHTT-CaM PPI inh = 1
Cc1ccc(-n2nc3c(c2NC(=O)c2ccccc2C(F)(F)F)CSC3)cc1 – Pf apPOL inh = -8
CC(=NCCc1ccccn1)c1c(C)[nH]n(-c2ccc(Br)cc2Br)c1=O – mHTT-CaM PPI inh = -6
O=C1CCCC(O)=C1C1C2=C(CCCC2=O)Oc2ccccc21 (centres undefined) – mHTT-CaM PPI inh = -7

One compound at a time, from the list above.
`Cc1ccc(-n2nc3c(c2NC(=O)c2ccccc2C(F)(F)F)CSC3)cc1` is listed as mHTT-CaM PPI inh = 13; Pf apPOL inh = -8
`COc1ccc(/C=C2\SC(=O)N(Cc3ccc(F)cc3)C2=O)cc1O` is listed as mHTT-CaM PPI inh = 21; Pf apPOL inh = -3

(listing goes on)
mol | mHTT-CaM PPI inh | Pf apPOL inh
O=C(Nc1nc2c(F)cc(F)cc2s1)Nc1c(F)cccc1F | -13 | 2
O=C1NC2=C(C(=O)N(CCC3=CCCCC3)C2)C(c2cccs2)N1 (centres undefined) | 1 | 0
O=C(Nc1cc2cc([N+](=O)[O-])ccc2oc1=O)c1ccc(Cl)cc1 | 0 | 2
Cc1nc2c(C(=O)O)c[nH]n2c(=O)c1Cc1cccc(Cl)c1 | -3 | -21
CCCS(=O)(=O)c1nc2ccccc2n1Cc1cc(OC)cc(OC)c1 | -14 | -3
O=C(COc1cc(O)c2c(=O)cc(-c3ccccc3)oc2c1)c1ccccc1 | 6 | 24
CSc1ccc(/C=C2\SC(=O)N(CNc3ccccc3)C2=O)cc1 | 1 | 0
COc1ccc2c(c1)-c1ccccc1S(=O)(=O)N2S(=O)(=O)c1ccc(C)cc1[N+](=O)[O-] | 20 | 0
CC(=O)c1cccc(N=C2NC(=O)C(CO)(CO)S2)c1 | 3 | -5
COc1cccc(NC(=O)N2CCC(c3nc(C(=O)N4CCCCC4)c(C)o3)CC2)c1 | 7 | -2
CC(C)C1C(c2ccccc2)NC(c2ccccc2)CC1(C)O (centres undefined) | 2 | -16
O=C(Cn1c2ccccc2c(=O)c2ccccc21)Nc1ccc(F)cc1Cl | -1 | 3
NNC(=O)c1cc(-c2ccccc2)n(-c2ccccc2)n1 | 7 | -6
COc1cccc(C(=O)Nc2ccc([N+](=O)[O-])cc2)c1OC | -15 | -1
Cc1cc(-c2ccccc2)cnn1 | / | -6
Cc1ccc(Cl)cc1NC(=O)C(=O)NCc1ccccn1 | -5&-10 | 0&1
CC(=O)NC(c1cccc([N+](=O)[O-])c1)c1ccc2cccnc2c1O (centres undefined) | 100* | 1&-12
COc1cccc2cc(C(=O)OCC(=O)c3ccccc3)c(=O)oc12 | -9 | -5
Cc1ccc(-c2nc(C)cc(OCC(=O)N3CCC(C)CC3)n2)cc1 | -7 | 0
O=C(c1c(F)cccc1F)N1CCc2nc[nH]c2C1 | 0 | -3
Cn1nc(-c2nc(-c3ccccc3)no2)c2c1CCN(C(=O)Cc1ccc(F)cc1)C2 | 24 | -4
O=C(CC1(O)C(=O)N(Cc2ccc(Cl)cc2)c2ccccc21)c1cccc([N+](=O)[O-])c1 (centres undefined) | 93* | -2
Cc1ccccc1NC(=O)CSc1nc(C(F)(F)F)cc(C)c1C#N | -1 | 4
